GRP78 ERSR act – qHTS for Inducers of the Endoplasmic Reticulum Stress Response (ERSR) in Human Glioma: qHTS | U87-MG GRP78 promoter luciferase reporter, 16 h | Potency, µM, for inactives: top-dose activation, hits mostly activators | 420,000 compounds, 0.02% hits | AID 602332, 2012; further: potency means the concentration at half of the fitted maximal effect; series mostly up to about 76 µM; % of control where 0% means no effect; nearly all actives have a fitted effect of over 35% in size
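Stably transfected U87-MG glioma cells carrying a GRP78-based luciferase sensor; 16 h compound incubation. Luminescence end-point read 10 min after Bright-Glo addition at room temperature.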
D2 antag – HTS Assay for Allosteric Antagonists of the Human D2 Dopamine Receptor: Primary Screen for Antagonists. inhibition, % at 10 µM. HEK293 TREx D2 cells, calcium flux, dopamine EC80. AID 485344, 2010. D(2) dopamine receptor (Homo sapiens), P14416. 340,000 compounds, 2% hits; in the data active means inhibition above about 30%; further: 0% is about no effect
Target sequence (P14416 whole entry, looked up): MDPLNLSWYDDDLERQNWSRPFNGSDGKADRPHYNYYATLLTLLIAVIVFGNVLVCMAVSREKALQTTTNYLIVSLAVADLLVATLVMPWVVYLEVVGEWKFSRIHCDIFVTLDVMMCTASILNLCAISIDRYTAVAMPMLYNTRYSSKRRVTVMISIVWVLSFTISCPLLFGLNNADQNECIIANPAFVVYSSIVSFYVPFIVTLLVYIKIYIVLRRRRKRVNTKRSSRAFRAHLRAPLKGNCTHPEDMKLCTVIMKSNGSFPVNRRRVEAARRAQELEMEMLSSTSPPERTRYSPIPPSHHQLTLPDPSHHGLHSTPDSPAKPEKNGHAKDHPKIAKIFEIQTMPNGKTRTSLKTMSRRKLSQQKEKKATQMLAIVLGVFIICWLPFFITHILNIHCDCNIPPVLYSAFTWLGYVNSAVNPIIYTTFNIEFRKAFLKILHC
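Calcium flux kinetic readout in an inducible HEK293 TREx D2 line plated overnight at 30 C. After 180 s compound exposure, an EC80 dopamine challenge follows with another 180 s kinetic read to detect antagonism.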
RGS4 inh – Inhibitors of Regulator of G Protein Signaling (RGS) 4: qHTS. Transcreener GDP fluorescence polarization, RGS4-accelerated GTP hydrolysis. Potency, µM (doses to about 114 µM), without a hit: top-dose activity change, negative = inhibition, hits mostly inhibitors. 390,000 compounds, 0.039% hits; further: potency means the concentration at half of the fitted maximal effect; on the % scale 0 is the no-effect control and ±100 the full control effect; nearly all actives have a fitted effect of over 75% in size; some results filed as inactive show a strong effect at the top dose
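MLSMR compounds (23 nl, pin-transferred) preincubated 10 min at room temperature with a 500nM (2x) first reagent, then RGS4 at 900nM (2x) plus Transcreener GDP mix added; fluorescence polarization (620/688 nm) read before and after 90 min at 30 °C.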
LDHA inh – qHTS assay for inhibitors of human lactate dehydrogenase | purified LDHA, NADH/diaphorase-resazurin fluorescence; hits give low values | activity change, % (values are at about 110 or 230 µM) | 480,000 compounds, 0.15% hits; in the data active means activity change below about -30%; inconclusive means mostly about -25% to -30%;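 further: plate controls were DMSO wells for no effect and wells without enzyme for full effect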
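Human LDH5 at 2 nM final in Tris HCl pH 7.4 with 0.06 mM NADH and 0.2 mM pyruvate, reacted 5 minutes at room temperature. Remaining NADH coupled via diaphorase/resazurin; resorufin fluorescence read at 0 and 20 minutes, normalized to enzyme-free and DMSO wells.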
Vif-APOBEC3G blk – qHTS for Inhibitors of Vif-A3G Interactions: qHTS; DNA dC->dU-editing enzyme APOBEC-3G (Homo sapiens), Q9HC16; HeLa A3G-eYFP + Vif (tagged APOBEC3G with the HIV-1 protein that degrades it), YFP fluorescence, overnight; Potency, µM (titrated, usually from 46.1 µM), without a hit: at the top dose activity, negative = active, hits mostly inhibitors; 410,000 compounds, 0.076% hits;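 further: potency means the concentration at half of the fitted maximal effect; on the % scale 0 is the no-effect control and ±100 the full control effect; nearly all actives have a fitted effect of over 60% in size; hits raise eYFP signal because A3G escapes Vif-driven loss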
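Read-out is eYFP fluorescence (Ex 488/Em 500-530) from Vif-expressing HeLa A3G-eYFP cells; more signal means A3G escaped Vif-mediated degradation. Cells plated overnight, compound pinned in, incubated overnight at 37 deg C.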
ALOX12 inh – Primary qHTS assay for inhibitors of human arachidonate 12S-lipoxygenase (ALOX12): Round 2; Potency, µM (highest dose often 108 µM), for the others: at the top dose activity change, negative = inhibition, most hits filed as inhibitors; 580,000 compounds, 1.1% hits; Polyunsaturated fatty acid lipoxygenase ALOX12 (Homo sapiens), P18054; purified 12hLO, xylenol orange hydroperoxide absorbance; further: potency means the concentration at half of the fitted maximal effect; on the % scale 0 is the no-effect control and ±100 the full control effect
Target sequence (P18054 whole entry, looked up): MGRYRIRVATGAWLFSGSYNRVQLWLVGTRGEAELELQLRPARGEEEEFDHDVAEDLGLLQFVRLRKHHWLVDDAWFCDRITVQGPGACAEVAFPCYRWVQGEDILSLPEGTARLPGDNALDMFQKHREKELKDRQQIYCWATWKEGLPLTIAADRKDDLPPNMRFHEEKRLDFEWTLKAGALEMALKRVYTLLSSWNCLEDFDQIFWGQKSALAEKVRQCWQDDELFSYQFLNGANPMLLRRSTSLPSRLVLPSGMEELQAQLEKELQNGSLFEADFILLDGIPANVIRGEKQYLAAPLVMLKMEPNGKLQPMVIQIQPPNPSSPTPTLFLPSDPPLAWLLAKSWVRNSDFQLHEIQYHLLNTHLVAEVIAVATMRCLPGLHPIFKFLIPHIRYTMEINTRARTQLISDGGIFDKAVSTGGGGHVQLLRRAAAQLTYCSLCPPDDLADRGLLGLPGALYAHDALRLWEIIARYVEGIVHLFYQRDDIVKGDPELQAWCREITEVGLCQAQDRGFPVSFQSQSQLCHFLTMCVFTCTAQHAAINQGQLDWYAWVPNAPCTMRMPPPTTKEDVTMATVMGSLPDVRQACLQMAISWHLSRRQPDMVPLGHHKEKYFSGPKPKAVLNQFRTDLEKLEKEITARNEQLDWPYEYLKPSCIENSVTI
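Purified human 12hLO at 150 nM in 25 mM Hepes, 0.01% Triton X-100, pH 7.0, preincubated 15 min at room temperature with compound. Reaction started with 40 uM arachidonic acid, 30 min at room temperature. Hydroperoxide measured by Fe-xylenol orange, 573/405 nm absorbance ratio.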
D2 agonist – HTS Assay for Allosteric Agonists of the Human D2 Dopamine Receptor: Primary Screen for Agonists. 340,000 compounds, 0.53% hits. activation, % at 2 µM. AID 485358, 2010. HEK293 T-REx D2 cells, calcium flux agonist mode;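 active means activation over 3 SD above normal in the single-dose calcium agonist read, cut at about 30% in these data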; further: 0% is about no effect
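HEK293 Trex D2 cells, tetracycline-induced, o/n 30 C 5% CO2; no-wash Ca dye, RT 30–90 min; 10-cycle baseline, 23 nl cpd added, kinetic Ca read 180 s; agonist hits = positive Ca response.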
Vif-APOBEC3F blk – qHTS for Inhibitors of Vif-A3F Interactions: qHTS; HeLa A3F-eYFP + Vif (tagged APOBEC3F with the HIV-1 protein that degrades it), YFP fluorescence increase; Potency, µM (series often up to 46.1 µM), for inactives: top-dose activity, negative = active; 390,000 compounds, 0.2% hits; further: potency means the concentration at half of the fitted maximal effect; % of control where 0% means no effect; nearly all actives have a fitted effect of over 65% in size
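HeLa cells stably expressing Vif plus C-terminally eYFP-tagged A3F were seeded, incubated overnight at 37 deg C, dosed with compound, incubated overnight again at 37 deg C. Yellow fluorescence (Ex 488/Em 500-530) reported blocked Vif-mediated A3F-eYFP degradation.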
ERG-DNA inh – qHTS for Small Molecule Inhibitors of the ERG Ets/DNA interaction; Transcriptional regulator ERG (Homo sapiens), P11308; fluorescence polarization, His-ERG Ets domain / labelled DNA; AID 624246, 2012; Potency, µM (series often up to 76.9 µM), for the others: top-dose FP activity, negative = inhibition, usual class: inhibitors; 370,000 compounds, 0.028% hits; active means well fitted inhibition curve with a large enough effect in the polarisation, with a control signal flat; inconclusive means small, poorly fitted or top-dose-only effect, or effect the other way, or a change in a side signal; inactive means no such curve, though single readings can be large or run the other way; the % refers to the polarisation;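 further: polarization taken with two DNA probes labelled with fluorescein and Texas red; potency means the concentration at half of the fitted maximal effect; % of control where 0% means no effect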
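His-tagged ERG Ets domain (1 uM in the protein solution; 300mM KCl, 50mM Tris-HCl, 1mM EDTA, 1mM DTT, pH 7.5) received compound, then a probe mix of 5 nM fluorescein-DNA and 100nM Texas-615-DNA. Fluorescence polarization was read for both dyes.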
Active calls of the source: *; ? = inconclusive; / = not tested or not shown; & = joins results of further samples; [ ] = another dose, or the depositor's remark. Unless noted, the call rests on the fitted dose curve; in most records, active means well fitted curve in the direction sought with a large enough effect; inconclusive means small, poorly fitted or top-dose-only effect, or another doubt; inactive means no such curve, though single readings can be large; an effect the other way counts as inactive or inconclusive. Some of the compounds tested (hit frequency here may not be typical).

SMILES | GRP78 ERSR act | D2 antag | RGS4 inh | LDHA inh | Vif-APOBEC3G blk | ALOX12 inh | D2 agonist | Vif-APOBEC3F blk | ERG-DNA inh
Cc1ccc(S(=O)(=O)C(CNC(=O)C(=O)NCCc2ccccc2)c2cccs2)cc1 (stereo not drawn) | -4% | / | -3% | -4 | 2% | 0% | 0.5 | 0% | 15%
COc1cccc(N2CC(NC(=O)/C=C\c3ccccc3)CC2=O)c1 (stereo not drawn) | 1% | / | 18% | -3 | 1% | -10% | 0.1 | 6% | 3%
CCOC(=O)c1oc2ccccc2c1NC(=O)c1cccc(OC)c1 | -2% | 10 | -15% | -2 | -3% | -7% | 0.2 | 0% | 5%
O=C(NCCCc1nc2ccccc2n1Cc1ccccc1Cl)C1CCCCC1 | -3% | / | -13% | 1 | 0% | -30% | 0.6 | -1% | 6%
COC(=O)c1ccc(N=NN2CCCCC2)cc1 | -2% | 15 | 8% | -4 | -4% | -2% | -1.7 | -1% | 12%
CCOC(=O)CCc1c(C)nc2c(c(C)nn2-c2ccc(C)cc2)c1C | -3%&-3% | -6 | -37%&23% | -1&-5 | -6%&0% | 0%&-6% | 1.3&-0.4 | 0%&-4% | 0%&1%
CC(NC(=O)Cc1ccc(F)cc1)C(c1cccs1)N1CCN(C)CC1 (stereo not drawn) | 1% | -1 | 27% | -13 | -3% | 16% | 0.1 | -3% | /
CCOc1cc2[nH]c(=O)n(Cc3ccccc3)c(=O)c2cc1OCC | -1% | 12 | 25% | 0 | -1% | 0% | 0.3 | -12% | -12%
Cc1cc(Cl)c2oc(C(=O)N(C)Cc3cc(C)[nH]n3)c(C)c2c1 | -3% | -11 | -41% | -1 | 1% | -2% | -0.1 | -9% | 12%
CC(C)(C)c1ccc(OCCC(=O)OCC(=O)NC2CCCCC2)cc1 | -2% | -6 | 2% | 1 | -5% | -22% | -0.4 | 3% | -14%

The closing 3 entries of the part above open the next one:
SMILES | GRP78 ERSR act | D2 antag | RGS4 inh | LDHA inh | Vif-APOBEC3G blk | ALOX12 inh | D2 agonist | Vif-APOBEC3F blk | ERG-DNA inh
CCOc1cc2[nH]c(=O)n(Cc3ccccc3)c(=O)c2cc1OCC | -1% | 12 | 25% | 0 | -1% | 0% | 0.3 | -12% | -12%
Cc1cc(Cl)c2oc(C(=O)N(C)Cc3cc(C)[nH]n3)c(C)c2c1 | -3% | -11 | -41% | -1 | 1% | -2% | -0.1 | -9% | 12%
CC(C)(C)c1ccc(OCCC(=O)OCC(=O)NC2CCCCC2)cc1 | -2% | -6 | 2% | 1 | -5% | -22% | -0.4 | 3% | -14%
COc1cc2c(-c3ccccc3)c(C)oc2cc1/C=N/NC(N)=S | 0% | / | -35% | -4 | -2% | 307%[activator] | / | 1% | -6%
Cc1noc(C)c1COC(=O)c1cc(S(=O)(=O)N2CCOCC2)ccc1F | -5% | 4 | -1% | 1 | 0% | 3% | 0.0 | -11% | -1%
CCN(CC)C(=O)N1CCN(S(=O)(=O)c2ccccc2)CC1 | -4% | 2 | 11% | -1 | -1% | -2% | 0.3 | -12% | 0%
C#CCN(C[C@@H]1[C@@H](OC(=O)NC2CCCC2)[C@@H](OC(=O)NC2CCCC2)CN(C(=O)OC(C)C)N1C(=O)OC(C)C)S(=O)(=O)c1ccc(C)cc1 | -7% | / | / | 0 | -5% | 13% | / | 0% | /
CSc1ccc(CN2CCC(Oc3ccc(C(=O)N4CCCC4)cc3)CC2)cc1 | -5% | 4 | 11%[11.4 µM] | -3 | 1% | -1% | 0.7 | 3% | -1%
Cc1cccc(NC(=O)c2nc(S(=O)(=O)Cc3ccccc3)ncc2Cl)c1 | -18% | 2 | ? | -6 | -6% | -11% | 0.2 | 5% | 10%
COc1ccc(C(=O)NNC(=S)NC(=O)/C=C/c2cccs2)cc1 | -5% | 4 | -23% | -3 | -3% | ? | 0.4 | -10% | 2%
COc1cccc(NC(=O)COC(=O)C2C3CC4OC(=O)C2C4C3)c1 (stereo not drawn) | 4% | -14 | -14% | 0 | 1% | 4% | -0.6 | 0% | 3%
O=C(COc1ccc(NS(=O)(=O)c2ccc(F)cc2)cc1)N1CCOCC1 | -4% | -1 | -15% | 3 | 0% | -1% | -1.2 | -2% | 11%
Cc1[nH]c2ccccc2c1C(=O)C(=O)NCc1nnnn1-c1ccc(F)cc1 | -2% | / | / | -1 | 1% | 4% | / | -1% | /
COCCn1c(SCc2nc3ccccc3c(=O)[nH]2)nc2ccccc2c1=O | -3% | -1 | 10% | -8 | 2% | -7% | -0.4 | 2% | 12%
CCCCc1nnc(NC(=O)CSc2nc(=O)cc(N)n2-c2ccccc2)s1 | -4% | -7 | -30% | -4 | -1% | 0% | 1.6 | -13% | -2%
Cc1ccc(OCC(=O)Nc2cccc(OCc3cc(=O)n4cccc(C)c4n3)c2)cc1C | -3% | / | -44% | 4 | 2% | -14% | 0.2 | -13% | 1%
COc1ccc(C2NC(=O)N(C)C3=C2C(=O)N(c2ccc(Br)cc2)C3)cc1 (stereo not drawn) | -3% | / | 8% | 3 | -9% | ? | / | -7% | 2%
CN(C)c1ccc(CNS(=O)(=O)c2ccc3c(c2)C(C)(C)C(=O)N3C)cc1 | -4% | -6 | -35% | 3 | -3% | ? | 1.4 | -1% | 21%
Cc1ccc(NC(=O)c2sccc2C)nc1 | -7% | -13 | 16% | 0 | 1% | -19% | -1.2 | -1% | -6%
Cc1cccc(C)c1OC1(c2ccccc2)OC(=O)c2ccccc21 (stereo not drawn) | 0% | -31 | -15% | 5 | -1% | -8% | -1.5 | -5% | -3%
COc1ccc(CC(NC(C)=O)C(=O)NC2CCN(C(=O)NCc3ccccc3)CC2)cc1OC (stereo not drawn) | -2% | 10 | -1% | 0 | -1% | 23% | 0.5 | 11% | -3%
Cc1cc(C(F)(F)F)c(C#N)c(SCC(=O)NC(C)(C)C)n1 | -2% | 0 | -15% | 1 | 1% | 0% | 0.3 | -1% | 0%
Oc1c(C(c2ccco2)N2CCOCC2)sc2ncnn12 (stereo not drawn) | -2% | -7 | -26% | -11 | 0% | -12% | -0.8 | -8% | -3%

Compound profiles, from the list above. Values in the order: GRP78 ERSR act | D2 antag | RGS4 inh | LDHA inh | Vif-APOBEC3G blk | ALOX12 inh | D2 agonist | Vif-APOBEC3F blk | ERG-DNA inh
Cc1cc(Cl)c2oc(C(=O)N(C)Cc3cc(C)[nH]n3)c(C)c2c1 as listed: -3% | -11 | -41% | -1 | 1% | -2% | -0.1 | -9% | 12%
Cc1[nH]c2ccccc2c1C(=O)C(=O)NCc1nnnn1-c1ccc(F)cc1 as listed: -2% | / | / | -1 | 1% | 4% | / | -1% | /

Next part.
SMILES | GRP78 ERSR act | D2 antag | RGS4 inh | LDHA inh | Vif-APOBEC3G blk | ALOX12 inh | D2 agonist | Vif-APOBEC3F blk | ERG-DNA inh
CC(=O)OCCN(Cc1ccccc1)Cc1ccc2c(c1)OCO2 | -4% | -15 | -10% | 3 | 4% | ? | -0.1 | -10% | -1%
CC(C)C(NC(=O)C1CCC(C(C)(C)C)CC1)C(=O)NCCc1ccc(S(N)(=O)=O)cc1 (stereo not drawn) | -5% | 15 | -7% | -12 | 4% | 77%[activator] | 0.5 | -9% | 0%
O=C(NCCN1CCN(c2ccccc2)CC1)c1cccc(Cl)c1 | -4% | 70* | 19% | -3 | 3% | -16% | 46* | -2% | 5%
O=C(Nc1cccc(Cl)c1)Nc1nc(-c2ccccc2)cs1 | -1% | 19 | -14% | -12 | 8% | 30% | 1.2 | 0% | 13%
CCc1cc(C(=O)N2CCCC(CCC(=O)NCc3cccc(OC)c3)C2)no1 (stereo not drawn) | -1% | 1 | -10% | 1 | 0% | 3% | 1.3 | -3% | 3%
COCC(=O)Nc1ccc(S(=O)(=O)NCC2CCCO2)cc1 (stereo not drawn) | -4% | 7 | 5% | -15 | -2% | 0% | 1.3 | 10% | -7%
Cc1cccc(C(=O)OCC(=O)Nc2sc3c(c2C#N)CCC3)c1 | -3% | 5 | 8% | -9 | 4% | -12% | -1.0 | 5% | -7%
OC(CCCN1CCCCC1)(c1ccccc1)c1ccc(C(F)(F)F)cc1 (stereo not drawn) | -4% | / | 1% | -5 | 3% | -8% | / | -8% | -7%
O=C(NCc1ccco1)c1cc2ccc(O)cc2oc1=O | -7% | 20 | 20% | -4 | -2% | 0% | 12 | -13% | -8%
O=C(Nc1ccccc1O)c1nc(Cl)ccc1Cl | -4% | 7 | -4% | -4 | -5% | 0% | -1.2 | 4% | 0%
N/C(=N/O)c1cccn1Cc1ccccc1[N+](=O)[O-] | -1% | 0 | -2% | -14 | 2% | 0% | -1.9 | -14% | 3%
O=C(Nc1ccc(S(=O)(=O)N2CCCCC2)cc1)c1cccnc1Cl | 0% | 13 | -21% | -3 | 0% | -19% | 1.1 | -3% | 7%

Compound activity deposited in PubChem by National Center for Advancing Translational Sciences (NCATS).
